hcGAS inh = blocks human cGAS activity. AID 1259398. Q8N884. inhibition, % at 12.5 µM. recombinant h-cGAS, ATP depletion, Kinase-Glo luminescence. 290,000 compounds, 0.081% hits;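 note: 0% = vehicle reaction and 100% = reaction without DNA for no activity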
Target sequence (Q8N884 whole entry, looked up): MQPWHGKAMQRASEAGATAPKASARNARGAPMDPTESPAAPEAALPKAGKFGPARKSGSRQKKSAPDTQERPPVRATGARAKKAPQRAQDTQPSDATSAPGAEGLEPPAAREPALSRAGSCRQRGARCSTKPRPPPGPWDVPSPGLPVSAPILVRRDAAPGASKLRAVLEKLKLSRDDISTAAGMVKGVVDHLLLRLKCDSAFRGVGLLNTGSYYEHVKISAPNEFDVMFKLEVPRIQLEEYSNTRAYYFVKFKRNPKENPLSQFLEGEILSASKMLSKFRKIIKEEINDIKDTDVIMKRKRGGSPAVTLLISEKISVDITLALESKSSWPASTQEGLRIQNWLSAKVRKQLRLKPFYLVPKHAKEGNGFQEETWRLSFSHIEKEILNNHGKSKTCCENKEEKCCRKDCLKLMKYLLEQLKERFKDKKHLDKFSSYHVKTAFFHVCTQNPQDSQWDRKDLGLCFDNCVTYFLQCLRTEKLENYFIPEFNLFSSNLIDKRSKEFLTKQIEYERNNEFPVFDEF
NPYLR7 ag = mosquito NPYLR7 agonism; activation, % at 10 µM; HEK293T NPYLR7/Galpha15, GCaMP6s calcium fluorescence; 270,000 compounds, 0.15% hits; in the data active = activation above about 40%;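 note: 0% = vehicle and 100% = reference agonist at the receptor; some compounds past the cut are filed as inactive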
mcGAS inh = inhibitors of mouse cGAS | Q8C6L5 | recombinant cGAS, Kinase-Glo ATP depletion luminescence | inhibition, % at 12.5 µM | 160,000 compounds, 0.15% hits | AID 1259399;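 note: 0% = negative control wells and 100% = reference inhibitor with no enzyme activity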
Active calls of the source: *; nt = not tested or not shown; & = joins results of further samples. Cut-off read from the data, not from the text of the source, unless noted: active = inhibition above about 40%; inactive = the rest.

compound	hcGAS inh	NPYLR7 ag	mcGAS inh
O=S(=O)(NCc1ccccc1)N1CCCC1c1ccccn1 (stereo not drawn)	-3	11	nt
CN(CC(=O)Nc1c(Cl)cccc1Cl)Cc1nc2scc(-c3ccccc3)c2c(=O)[nH]1	-6	1	nt
S=c1[nH]nc(COc2ccc(Cl)cc2)n1-c1ccccc1	-6	-4	-7
COc1ccc(C(F)(F)F)cc1NC(=O)CSc1nc(=O)n(N2CCN(C)CC2)c2c1CCC2	-5	-4	-10
CCCCn1c(C(=O)Nc2cccnc2)cc2c(=O)n(C)c(=O)n(C)c21	1	-3	0
Cc1c(C)n2c3c(=O)n(Cc4cccc5ccccc45)c(=O)n(C)c3nc2n1CCN1CCOCC1	-7	-1	nt
Cc1cc(C(=O)N2CCC3(CCCN(CCCc4ccccc4)C3=O)C2)n[nH]1 (stereo not drawn)	-5	13	-10
C=CCCC(O)CN(Cc1ccc(F)cc1)CC1CC(c2ccccc2)=NO1 (stereo not drawn)	-3	-2	-4
O=C(CN1CCCC1c1cccs1)NN1C(=O)NC2(CCCCC2)C1=O (stereo not drawn)	-5	2	nt
COc1cc(/C=C\C(=O)NCc2cc(-c3cc4ccccc4o3)on2)cc(OC)c1OC	-9	1	-7
COc1ccc(N2CCN(C(=O)C3CC=CCC3C(=O)Nc3ccccc3OC)CC2)cc1 (stereo not drawn)	-7	-3	-4
Cc1cc2c(cc1S(=O)(=O)N1CCCc3cc(Br)ccc31)NC(=O)CO2	-8	-7	nt
CCN1CCOc2ccc(NC(=O)c3cc(OC)cc(OC)c3)cc2C1=O	-4	11	nt
O=C(NS(=O)(=O)c1ccc(Cl)s1)c1ccco1	-4	-3	nt
CCOC(=O)c1c(CN2CCCC2)n(-c2ccccc2)c2cc(Br)c(O)cc12	-2	-15	-4
CC(C)Oc1nc(-c2cccc(F)c2)n(-c2ccc(NC(=O)COc3ccccc3)cc2)n1	2	-7	0
CCCc1nnc(-c2cc3ccccc3n2CC(=O)Nc2ccccc2OCC)o1	-1	4	-7
CC1CN(C2CCCCC2)c2nc3c(c(=O)n(CCN4CCOCC4)c(=O)n3C)n2C1 (stereo not drawn)	-10	10	nt
O=C(CN1CCN(Cc2ccc(Cl)s2)CC1)N1CCNC1=O	4	-4	nt
CN(CCC1CCCCO1)C(=O)CCc1nnc(CCc2ccccc2)o1 (stereo not drawn)	-5	2	-3

Entries of single compounds as entered above. Screens in order: hcGAS inh	NPYLR7 ag	mcGAS inh
CN(CCC1CCCCO1)C(=O)CCc1nnc(CCc2ccccc2)o1 (stereo not drawn) reads -5	2	-3
O=C(NS(=O)(=O)c1ccc(Cl)s1)c1ccco1 reads -4	-3	nt
CCCc1nnc(-c2cc3ccccc3n2CC(=O)Nc2ccccc2OCC)o1 reads -1	4	-7
CCN1CCOc2ccc(NC(=O)c3cc(OC)cc(OC)c3)cc2C1=O reads -4	11	nt

The results go on.
compound	hcGAS inh	NPYLR7 ag	mcGAS inh
CC(C)CN(CC(C)C)C(=O)CSc1nnc(-c2ccncc2)n1-c1ccccc1	-7	3	-7
CCCOc1ccc(-c2cccc(NS(=O)(=O)c3ccc(F)cc3)c2)nn1	2	-11	-3
Cc1cc(C)n(-c2nc(C)c(C)c(=O)n2CC(=O)N2CCc3ccccc32)n1	-11	0	-9
Clc1cc(Cl)c(N=Cc2ccccn2)cc1Cl	-7	-6	nt
CCn1cc(CC(=O)N2CCC(O)(C(F)(F)F)C2)c2ccccc21 (stereo not drawn)	-7	-6	nt
CC1CN(CC(=O)NC2CCOCC2)c2ccccc2S1 (stereo not drawn)	-9	-1	nt
CCCC(O)CN(Cc1ccc(F)cc1)Cc1ccc2c(c1)OCO2 (stereo not drawn)	-3	-4	-5
Cc1nnc(SCC(=O)N2CCCC(C(=O)c3cc(F)ccc3F)C2)s1 (stereo not drawn)	-2	0	nt
O=C(NCCCn1cccn1)[C@H]1c2ccccc2C(=O)N(CCc2ccccc2)[C@H]1c1ccccc1[N+](=O)[O-]	-9	-5	-3
CN1C(=O)NC(c2ccc(C(C)(C)C)cc2)C2=C1CN(CC(=O)NC1CCCc3ccccc31)C2=O (stereo not drawn)	-2	-1	-2
O=C1NCC2(CCCN(C(=O)c3cnc(CN4CCCC4)s3)C2)O1 (stereo not drawn)	-3	3	nt
Cc1cc(NC(=O)c2ccc(Cl)cc2)n(-c2nc3c(c(=O)[nH]2)CCC3)n1	3	8	-5
N#Cc1ccccc1CO[C@]1(C(=O)NC2CC2)CC(OCc2cccc(C(F)(F)F)c2)[C@H](O)[C@H](O)C1 (stereo partly drawn)	-5	5	-5
COCc1nc(-c2ccc(CN3CCN(C(=O)c4ccc(NC(C)=O)cc4)CC3)cc2)no1	-9	3	-9
Cn1cc(C(=O)NC(Cn2cccn2)c2ccccc2)ccc1=O (stereo not drawn)	-5	2	-15
COc1ccc(Cn2ccnc2CN(CCN2CCOCC2)C(=O)C2CCCC2)cc1	-7	16	-6
COc1cc(-c2nc(CN3CCN(c4ccccc4)C(=O)C3)c(C)o2)ccc1F	3	-2	nt
CC(C)NC(=O)NCCc1ccc(NC(=O)c2cc(C(F)(F)F)cc(C(F)(F)F)c2)cc1	-4	11	-4
O=C(NCCn1ccnc1)C1CC1c1ccc(Cl)cc1Cl (stereo not drawn)	-5	-22	nt
CCc1ccc(C2C(C(=O)OC)=C(C)N(C)C(C)=C2C(=O)OC)cc1	-2	-3	-3
CC(C)(C)C1CCc2c(sc(NC(=O)c3cnn4c(C(F)(F)F)cc(-c5ccccc5)nc34)c2C#N)C1 (stereo not drawn)	-6	-8	-6
COc1ccc(-c2cc(-c3ccc(OC)cc3)c(C#N)c(SCC(=O)c3ccccc3)n2)cc1	-3	-2	nt
Cc1cc2nnc(SCC(=O)Nc3ccccc3Cl)n2c2ccccc12	-4	0	-8
CC(C)(C)c1ccc(Cn2cccc2CN(CC(O)CN2CCOCC2)CC2CCCCC2)cc1 (stereo not drawn)	-6	-3	-4
Cc1ccc(CN2C(=O)C(C)Sc3ccccc32)cc1 (stereo not drawn)	-3	4	nt
O=c1ccc(-c2ccc(F)cc2)nn1CCNS(=O)(=O)c1cccs1	2	3	1
O=c1[nH]c2ccc(Br)cc2c(-c2ccccc2)c1N=Cc1ccccc1O	8	3	nt
C[C@H]1[C@@H]2[C@@H](O)C([C@H](C)C(=O)N(C)CCC#N)CC[C@@]2(C)CC[C@@H]1NS(C)(=O)=O (stereo partly drawn)	-6	-9	-7
Cc1cccc(C(=O)NC(C(=O)NC2CC2)C2CCN(C(=O)c3ccc(C(F)(F)F)cc3)CC2)c1 (stereo not drawn)	-4	6	-3
COc1cc(Cl)c(C)cc1NC(=O)N1CCN(S(=O)(=O)N2CCN(C)CC2)CC1	-3	1	nt

A few values from the entries so far:
NPYLR7 ag with O=c1[nH]c2ccc(Br)cc2c(-c2ccccc2)c1N=Cc1ccccc1O is entered as 3
hcGAS inh with C[C@H]1[C@@H]2[C@@H](O)C([C@H](C)C(=O)N(C)CCC#N)CC[C@@]2(C)CC[C@@H]1NS(C)(=O)=O (stereo partly drawn) is entered as -6
hcGAS inh with CC(C)(C)c1ccc(Cn2cccc2CN(CC(O)CN2CCOCC2)CC2CCCCC2)cc1 (stereo not drawn) is entered as -6
hcGAS inh with Cc1ccc(CN2C(=O)C(C)Sc3ccccc32)cc1 (stereo not drawn) is entered as -3
NPYLR7 ag with COc1cc(Cl)c(C)cc1NC(=O)N1CCN(S(=O)(=O)N2CCN(C)CC2)CC1 is entered as 1
mcGAS inh with O=c1ccc(-c2ccc(F)cc2)nn1CCNS(=O)(=O)c1cccs1 is entered as 1
hcGAS inh with COc1ccc(-c2cc(-c3ccc(OC)cc3)c(C#N)c(SCC(=O)c3ccccc3)n2)cc1 is entered as -3

Continued.
Under each structure: hcGAS inh, NPYLR7 ag, mcGAS inh
CCS(=O)(=O)Nc1cc2c3c(c1)CCC(=O)N3CCC2
 : 0, -2, -9
c1ccc(C(NCC2CCCCO2)c2ccncc2)cc1 (stereo not drawn)
 : -13, 12, -8
Cc1ccc(-c2cc(C(=O)NC(C)c3ccccc3)n(-c3cccc([N+](=O)[O-])c3)n2)cc1C (stereo not drawn)
 : -2, 12, -3
Cc1ccc2[nH]cc(-c3ncccc3C(=O)N3CCCC3)c2c1
 : -2, 1, nt
O=[N+]([O-])c1ccc2[nH]c(O)c(N=Nc3ccc(C(F)(F)F)cc3[N+](=O)[O-])c2c1
 : -6, 4, nt
CC(=O)O[C@H]1C[C@@H](OC(C)=O)C(C)(C)C2CC(=O)[C@]3(C)C(CC[C@@]4(C)[C@H](c5ccoc5)OC(=O)[C@H]5O[C@]543)[C@]21C (stereo partly drawn)
 : -2, nt, -2
CN(CC(=O)NCC(F)(F)F)C(=O)CC1OC(=O)c2ccccc21 (stereo not drawn)
 : -7, 2, nt
CCOC(=O)C1(C/C=C/c2ccccc2)CCCN(Cc2ccc(CO)o2)C1 (stereo not drawn)
 : -7, 5, nt
CCCNC(=O)C(C)Sc1nc(C)c(C)o1 (stereo not drawn)
 : -16, -3, nt
COc1ccc(C2=NN3C(C2)c2cc(Cl)ccc2OC32CCCCC2)cc1 (stereo not drawn)
 : -4, 0, -4
O=C(CSc1nc(=O)n(Cc2ccncc2)c2c1CCCC2)N1CCN(c2ccccc2)CC1
 : -6, 2, -9
Cc1cccc(N2C(=O)N(c3cccc(Cl)c3)C3CS(=O)(=O)CC32)c1 (stereo not drawn)
 : -1, 0, nt
O=C(NCc1cc(F)cc(F)c1)c1ccc(-c2cc(-c3ccccc3)n[nH]2)cc1
 : -8, nt, -7
CCOP(=O)(Cc1ccc(NC(=O)CCCCC2CCSS2)cc1)OCC (stereo not drawn)
 : -5, -19, -4
CN(Cc1ccc(C(=O)Nc2cnn(C)c2)cc1)Cc1ccc2c(c1)OCO2
 : -1, -6, nt
CNC(=O)CN1C(=O)CCN(C(=O)NC2CCCC2)CC(OC)c2ccccc21 (stereo not drawn)
 : -1, 5, -7
O=c1c2c([nH]n1CCO)CN(Cc1cc3n(n1)CCNC3)CC2
 : -3, 7, nt
O=C(c1ccco1)N1CCC(Cc2ccc(F)cc2)CC1
 : -1, -1, -4
CS(=O)(=O)c1ccc(-n2ncc3c2CCN(S(=O)(=O)c2cccs2)C3)cc1
 : -9, 2, nt
CCOc1ccccc1N1CCN(C(=O)c2cc(-c3ccccc3)nc3cc(-c4ccccc4)nn23)CC1
 : -5, 9, -10
CCCOc1nn(CCC)cc1C(=O)NCc1ccccc1Cl
 : -5, 0, -6
CSc1cccc(NS(=O)(=O)c2cnc[nH]2)c1
 : -3, 9, nt
Cc1cc(C)c(S(=O)(=O)NC2CCN(C3CC3)CC2)c(C)c1
 : -11, 11, nt
CC(C)(C)C(=O)CN1C(=O)C(=O)c2cc(Br)ccc21
 : -9, -2, nt
CCc1nnc(NC(=O)c2nn(-c3ccccc3)nc2C)s1
 : 2, 2, -5
CN(Cc1ccccc1)C(=O)CSc1nncn1-c1ccccc1
 : -4, -12, nt
CCOC(=O)CCC(=O)N1CCN(C(c2ccccc2)c2ccc(C)cc2)CC1 (stereo not drawn)
 : -4, -3, -6
O=S(=O)(NCCN1CCCc2ccccc21)NCc1ccccc1
 : -6, -1, nt
Cc1noc(C)c1CCC(=O)N1CCc2c([nH]c3ccccc23)C1CC(C)C (stereo not drawn)
 : -6&-1, 4&-6, -11&-3
O=C(C1CCCOC1)N1CCCc2cccc(F)c21 (stereo not drawn)
 : -7, 2, nt
Clc1c(CSc2nc3ccccc3s2)nc2ncccn12
 : -8, -5, -2
CCOc1ccccc1C1c2[nH]c3ccccc3c2CCN1Cc1cc2ccccc2[nH]c1=O (stereo not drawn)
 : -6, 11, -9
Cc1nn(C)c2ncc(C(=O)NC(C3CC3)C3CC3)cc12
 : 5, 0, nt
CC(=O)n1c(SCC(=O)Nc2cccc(C(F)(F)F)c2)nc2ccccc21
 : -4, -4, -3
CCN1CCN(C(C)CNC(=O)Cn2cnnn2)CC1 (stereo not drawn)
 : -7, 7, nt
Cc1ccc(-n2ncc3c(C)nnc(SCC(=O)Nc4ccc(C(N)=O)cc4)c32)cc1C
 : -7, -7, -13
COC(=O)C(=Cc1cc(C)n(CC(F)(F)F)c1C)C(C)=O
 : -3, -5, nt
Cc1ccc(C(=O)CSc2nnc(NC(=O)COc3ccccc3)s2)c(C)c1
 : -5, 24, -5
Cc1cc(C)cc(N2C(=O)NC(=O)/C(=C\c3ccc(N4CCOCC4)o3)C2=O)c1
 : -8, 4, -8
OCc1cccnc1-c1ncccc1CO
 : 2, -9, -6
COc1ccc(C(=O)CSc2nc(=O)n3cc(C)ccc3n2)cc1
 : -1, 3, 0
CCC(C)N(Cc1ccc(OC)c(OS(C)(=O)=O)c1)C(=O)c1ccccc1Cl (stereo not drawn)
 : -8, -7, -12
COc1ccc(S(=O)(=O)Nc2cc(S(=O)(=O)Nc3cccc(Cl)c3)ccc2O)cc1
 : -3, -2, -7
CCc1ccc(C(=O)Nc2ccc(N(C)C)nc2)o1
 : 2, 0, -1
COc1ccc(C(=O)NC(C)c2cnn(-c3ccccn3)c2C)o1 (stereo not drawn)
 : -10, 7, nt
Cn1ccnc1CN1CCc2[nH]nc(C(c3ccccc3)c3ccccc3)c2C1
 : 2, 3, nt
O=C(Cn1ccccc1=O)Nc1ccc2c(c1)OC1(CCCC1)O2
 : -5, 10, -7
CCOC(=O)C1CCCN(C2CC(=O)N(c3ccc(C)cc3)C2=O)C1 (stereo not drawn)
 : -6, -3, -6
O=S1(=O)CCN2C(c3ccc4c(c3)CCC4)=CSC2=N1
 : -4, -2, nt
Cc1ccc(-n2nc3c(c2NC(=O)/C=C\c2ccc4c(c2)OCO4)CSC3)cc1
 : -6, -3, -10
COc1ccc(C(=O)N2CCSC23C(=O)N(Cc2c(F)cccc2F)c2ccc(C)cc23)cc1 (stereo not drawn)
 : -4, 1, -4
